MEP2 TOR yeast: yeast TOR pathway MEP2-GFP modulation. AID 2016. GFP response vs DMSO, % at 10 µM. S. cerevisiae MEP2-GFP strain, flow cytometry GFP, 3 h; 100% = DMSO control level. hit rate 0.51% among 330,000;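 active = GFP response versus DMSO above a set limit, roughly screen mean plus 3 SD, cut at about 180% in these data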;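 also: median GFP fluorescence of the barcode-gated MEP2-GFP cells per well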
CIT2 TOR yeast: alters CIT2-GFP fluorescence in TOR pathway yeast screen; GFP response vs DMSO, % at 10 µM; AID 2029; S. cerevisiae CIT2-GFP strain, flow cytometry, 3 h; 100 means same as DMSO wells; hit rate 0.065% among 320,000;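 active = GFP response relative to DMSO above a set limit, near the screen mean plus 3 SD, cut at about 150% in these data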;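 also: ratio of well median GFP fluorescence to mean of DMSO wells on the plate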
LAP4 TOR yeast: yeast TOR pathway LAP4-GFP modulation | S. cerevisiae LAP4-GFP multiplex, flow cytometry GFP, 3 h; median GFP as percent of DMSO wells | AID 2023 | hit rate 0.34% among 320,000 | GFP response vs DMSO, % at 10 µM;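 active = GFP response vs DMSO above a set limit, about the screen mean plus 3 SD, cut at about 150% in these data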
GRK2 aptamer HTS: human GRK2 inhibition via aptamer displacement. hit rate 0.59% among 330,000. bead flow cytometry, FAM-aptamer displacement from GRK2. inhibition of aptamer binding, % at 10 µM;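 active = inhibition of aptamer binding above 40%, roughly 3 SD of noise, on plates passing a quality check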;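 also: median bead fluorescence of bound FAM aptamer so fluorescent compounds give negative values; no value below 0 was filed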
RPL19A-GFP yeast: yeast TOR pathway RPL19A-GFP modulation. S. cerevisiae RPL19A-GFP strain, flow cytometry, 3 h; hits give low values. hit rate 0.3% among 330,000. percent response vs DMSO, % at 10 µM;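 active = percent response vs DMSO below 50%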;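 also: median channel GFP fluorescence of the barcoded RPL19A-GFP strain; ratio of sample median GFP to plate DMSO average so 100% = DMSO; lower means less RPL19A-GFP as with rapamycin TOR inhibition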
AGP1 TOR yeast: yeast TOR pathway AGP1-GFP modulation. S. cerevisiae AGP1-GFP multiplex flow cytometry, 3 h; GFP as percent of DMSO wells. GFP response vs DMSO, % at 10 µM. hit rate 0.02% among 320,000. AID 2066;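 active = GFP response relative to DMSO above a set limit, near screen average plus 3 SD, cut at about 150% in these data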;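 also: median GFP channel fluorescence of the gated AGP1 strain per well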
VLA-4 inh: inhibition in a human VLA-4 binding assay | VLA-4 expressing cells, ligand binding flow cytometry | inhibition, % (about 7 µM as worked out from the volumes in the protocol) | hit rate 0.2% among 330,000 | AID 2557; in the data active = inhibition above about 50%
GASC-1 inh: inhibitors of human GASC-1 (JMJD2C) demethylase. Q9H3R0. GST-JMJD2C(1-420) H3K9me3 demethylation, DELFIA europium. inhibition, % at 2.35 µM. hit rate 0.069% among 330,000. AID 2099;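 active = more than half of a compound's replicate wells show inhibition beyond 50%, single wells judged on their own value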;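 also: signal counts dimethyl H3K9 product captured on neutravidin plate; 0% = median of DMSO wells and 100% = 0.3 times that DMSO median; strong numbers were not always called active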
* = called active by the depositor; i = inactive; · = no result given.

SMILES	MEP2 TOR yeast	CIT2 TOR yeast	LAP4 TOR yeast	GRK2 aptamer HTS	RPL19A-GFP yeast	AGP1 TOR yeast	VLA-4 inh	GASC-1 inh
COc1cc(S(=O)(=O)Nc2cc(C)cc(C)c2)ccc1F	102	90	104	0	97	96	-22	-4
COC(=O)c1cc(=O)nc2sc(-c3ccc(F)cc3)nn12	103	98	108	1	100	111	22	-6
CC(C)(C)C(=O)NN=C1CCC(c2ccccc2)CC1 (centres undefined)	103	82	82	4	116	90	-12	-3
Cc1ccc(CNC(=O)CSc2nnnn2C)cc1	103	111	112	0	102	109	0	-2
COc1ccccc1NC(=O)C1CCN(S(C)(=O)=O)CC1	108	107	81	·	103	95	6	1
CCc1ccc(OCC(O)CN2CCN(CCO)CC2)cc1 (centres undefined)	126	103	75	0	97	88	6	4
CNC(=O)c1cc(C(=O)c2ccc(C(F)(F)F)cc2)c[nH]1	93	99	101	0	89	101	3	1
COc1cc(C(=O)NC(=S)N(CCC#N)Cc2cccnc2)cc(OC)c1OC	109	101	99	0	102	104	10	1
COc1ccc(CCNC(=O)CCNC(=O)c2ccccc2Cl)cc1	110	102	95	0	105	100	8	8
COc1ccc(CCn2c(-c3ccccc3)nc3c(c(=O)c4ccccc4n3C)c2=O)cc1	93	106	87	0	97	97	-3	-9
CCN1CN(Cc2ccccc2)CNC1=S	104	97	106	2	102	103	-19	2
O=C(Nc1cccc(NC(=O)c2ccco2)c1)c1cnccn1	97	94	92	1	94	94	5	-52
COc1ccc(CCC(=O)Nc2ccc3c(c2)OCCO3)cc1	112	103	106	0	95	94	i	2
COc1ccc(CCNC(=O)c2ccc(OCC(=O)N3CCOCC3)c(OC)c2)cc1	90	95	102	0	96	100	-7	-30
COC(=O)C(Cc1ccccc1)NC(=O)CNC(=O)c1sc2ccccc2c1Cl (centres undefined)	100	103	103	4	103	105	5	8
Cc1cccc(OCCOCCSc2ncccn2)c1	107	93	111	2	95	91	5	-14
CN(C)C(=O)N1CCN(c2nc(-c3ccccc3)cs2)CC1	104	104	96	1	103	100	-1	-5
COc1ccc(Cn2c(=S)[nH]c3cc(OC)c(OC)cc3c2=O)cc1	114	101	91	0	102	111	4	-2
O=C(c1ccccc1-c1ncc[nH]1)N1CCc2c([nH]c3ccccc23)C1c1ccccn1 (centres undefined)	95	95	100	0	101	104	4	4
CC(C)(C)c1cc(C(=S)N2CCCC2)cc(C(C)(C)C)c1O	107	101	95	2	105	97	5	1
Cc1ccc(NC2(C#N)C(=O)Nc3ccccc32)cc1 (centres undefined)	91	85	90	1	87	89	-7	3
CCOc1ccc(CCN2C(=O)c3cccnc3C2=O)cc1OCC	105	101	104	2	96	96	1	22
CCOC(=O)Cc1csc(NC(=O)CSc2nc(=O)[nH]c3c2CCC3)n1	105	107	99	2	105	114	-2	i
O=C(NC1CCCC1)C1CCCN(C(=O)Nc2ccccc2)C1 (centres undefined)	100	100	99	1	102	102	-6	-6
S=C(Nc1ccccc1)N1CCCCC1	103	103	99	0	100	100	1	-11
O=C1CCCC2=C1Sc1ccccc1N2	103	103	110	0	100	106	2	0
COc1cc(OC)cc(C(=O)Nc2ccc3c(c2)CCCN3C(=O)c2cccs2)c1	99	96	106	2	98	100	9	0
O=c1c2ccccc2c2ccccc2c(=O)n1-c1ccccc1	101	99	83	0	99	94	10	0
Cc1ccc(C(C)(C)C)c(OCCOCCN2CCCC2)c1	95	100	86	11	98	21	-5	11
CCSc1nnc(NC(=O)C(C)(C)C)s1	100	89	104	1	97	105	18	16

A draw from above in order of length of the SMILES, lowest first.
SMILES	MEP2 TOR yeast	CIT2 TOR yeast	LAP4 TOR yeast	GRK2 aptamer HTS	RPL19A-GFP yeast	AGP1 TOR yeast	VLA-4 inh	GASC-1 inh
S=C(Nc1ccccc1)N1CCCCC1	103	103	99	0	100	100	1	-11
O=C1CCCC2=C1Sc1ccccc1N2	103	103	110	0	100	106	2	0
CCSc1nnc(NC(=O)C(C)(C)C)s1	100	89	104	1	97	105	18	16
Cc1ccc(NC2(C#N)C(=O)Nc3ccccc32)cc1 (centres undefined)	91	85	90	1	87	89	-7	3
COc1ccc(CCC(=O)Nc2ccc3c(c2)OCCO3)cc1	112	103	106	0	95	94	i	2
O=C(NC1CCCC1)C1CCCN(C(=O)Nc2ccccc2)C1 (centres undefined)	100	100	99	1	102	102	-6	-6
CN(C)C(=O)N1CCN(c2nc(-c3ccccc3)cs2)CC1	104	104	96	1	103	100	-1	-5
CC(C)(C)c1cc(C(=S)N2CCCC2)cc(C(C)(C)C)c1O	107	101	95	2	105	97	5	1
COc1ccc(Cn2c(=S)[nH]c3cc(OC)c(OC)cc3c2=O)cc1	114	101	91	0	102	111	4	-2
CCOC(=O)Cc1csc(NC(=O)CSc2nc(=O)[nH]c3c2CCC3)n1	105	107	99	2	105	114	-2	i
COC(=O)C(Cc1ccccc1)NC(=O)CNC(=O)c1sc2ccccc2c1Cl (centres undefined)	100	103	103	4	103	105	5	8
COc1ccc(CCNC(=O)c2ccc(OCC(=O)N3CCOCC3)c(OC)c2)cc1	90	95	102	0	96	100	-7	-30
COc1cc(OC)cc(C(=O)Nc2ccc3c(c2)CCCN3C(=O)c2cccs2)c1	99	96	106	2	98	100	9	0
O=C(c1ccccc1-c1ncc[nH]1)N1CCc2c([nH]c3ccccc23)C1c1ccccn1 (centres undefined)	95	95	100	0	101	104	4	4

(cont.)
SMILES	MEP2 TOR yeast	CIT2 TOR yeast	LAP4 TOR yeast	GRK2 aptamer HTS	RPL19A-GFP yeast	AGP1 TOR yeast	VLA-4 inh	GASC-1 inh
COn1c(-c2ccccc2)nc2ncccc21	101	102	90	0	102	93	-8	-2
CC(=O)Nc1cccc(-c2csc(Nc3ccccn3)n2)c1	102	102	99	0	101	106	-10	1
Cc1ccc(CN2CCN(C(=O)C3CCCO3)CC2)cc1 (centres undefined)	103	103	98	0	99	96	7	1
Cn1cc(C(=O)C(=O)N2CCN(c3ccccc3)CC2)c2ccccc21	101	101	110	1	95	107	11	-7
CC(=O)N1CCN(S(=O)(=O)c2cccc(C(=O)Nc3ccc4c(c3)OCO4)c2)CC1	101	102	103	4	101	104	0	0
O=C(NCC1CCCO1)c1cnn2c1NC(c1ccccc1)CC2C(F)(F)F (centres undefined)	91	·	89	0	94	87	4	12
O=C(CCn1nnc2ccccc2c1=O)N[C@@H](Cc1ccccc1)C(=O)O	108	105	100	1	98	72	-9	-3
COCCCN(C(=O)CC1OC(=O)c2ccccc21)c1c(N)n(Cc2ccccc2)c(=O)[nH]c1=O (centres undefined)	122	·	88	1	109	100	0	-18
O=C1/C(=C/c2ccco2)N=C(N2CCCCC2)N1c1ccccc1	99	96	94	5	102	96	-6	-2
CCOC(=O)c1ccc(NC(=S)N2CCCC(C)C2)cc1 (centres undefined)	91	·	89	4	83	82	8	14
CCCNC(=O)c1cc(S(=O)(=O)N2CCc3ccccc32)cn1C	95	119	105	0	96	101	0	6
Cc1cc(OCC(=O)OCC(=O)NCc2ccco2)ccc1Cl	89	92	95	2	87	94	9	-2
Cc1c(Cl)cccc1NC(=O)Nc1cnccn1	107	107	103	0	98	102	3	-33
O=CN1CC(=O)N(c2ccccc2)c2c([nH]c3ccccc23)C1	108	101	101	1	102	106	4	-13
COC(=O)CCc1c(C)[nH]c(C(=O)OCc2ccccc2)c1C	101	97	101	0	96	104	2	-6
CCOC(=O)C1=C(COC(=O)/C=C/c2ccc(C)o2)NC(=O)NC1C (centres undefined)	101	92	100	2	95	98	10	-3
O=C(O)c1ccc(Cl)c(S(=O)(=O)N(Cc2ccccc2)c2ccccc2)c1	118	83	88	0	80	76	9	9
CC1(C)Cc2nc3nc(SCC(=O)NCCc4ccccc4)n(-c4ccccc4)c(=O)c3cc2CO1	97	96	96	2	99	100	9	2
CSc1oc(-c2ccco2)nc1S(=O)(=O)c1ccc(Br)cc1	94	112	113	0	97	103	-8	8
CCc1ccc(NC(=S)N(CCN2CCOCC2)Cc2ccccc2F)cc1	102	103	103	0	97	106	9	9
CN1[C@@H]2CC[C@H]1CC(OC(=O)C(O)c1ccccc1)C2 (some centres undefined)	96	85	91	1	97	92	16	·
Cc1ccc(/C=N/NC(=O)c2ccco2)s1	95	84	97	0	91	86	2	7
CCC(c1nnnn1Cc1ccccc1)N1CCN(C(=O)c2ccco2)CC1 (centres undefined)	96	97	96	2	96	·	-1	8
O=C1CCCCC1C(Nc1ccc(Cl)cc1)c1ccccc1 (centres undefined)	103	101	101	0	98	105	13	11
O=c1oc2c(CN3CCOCC3)c(O)ccc2c2c1CCCC2	108	102	106	0	104	109	8	-10
C=CCSC1=N/C(=C\c2cccnc2)C(=O)N1c1ccc(OC)cc1	99	94	84	0	98	89	13	-5
Cc1ccc(CNc2nnnn2C)cc1	107	100	103	1	100	101	-2	7
O=C(NC1CCCN(c2ccc(C(F)(F)F)cn2)C1)c1ccnc(Cl)c1 (centres undefined)	108	93	86	1	106	82	5	-2
C=C1CCC(OC(C)=O)C2(C)CCC3C(C)C(=O)OC3C12O (centres undefined)	108	104	97	0	106	98	-8	-1
COc1cc(C2C3=C(CC(C)(C)CC3=O)N(C)C(=O)N2C)cc(OC)c1OC (centres undefined)	106	97	96	6	93	94	10	14
Cc1[nH]c2ccccc2c1C(=O)C(=O)N1CCN(c2ccccc2Cl)CC1	93	71	123	1	98	89	6	6
Cc1cccc(C)c1-n1c(C)nn(Cc2ccc([N+](=O)[O-])cc2)c1=O	103	105	97	0	109	103	5	-3
N#CCCN(Cc1ccccc1)C(=O)c1cccs1	96	91	106	1	88	101	26	1
COc1ccccc1NC(=O)Nc1cccc(C(=O)O)c1	102	108	96	0	96	105	8	2
CCC(=O)c1ccc(OCC(O)Cn2nc(C)cc2C)cc1 (centres undefined)	105	101	102	0	99	102	6	-14
Cc1cccc(/C=C/C(=O)c2ccc([N+](=O)[O-])o2)c1	84	80	176*	1	90	61	10	2

Assay outcomes (PubChem BioAssay)
